Source: PubChem
hcGAS lum = inhibitors of human cGAS | Q8N884 | recombinant h-cGAS, ATP depletion, Kinase-Glo luminescence | inhibition, % at 12.5 µM | hit rate 0.081% among 290,000 | AID 1259398;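 note: 0% = vehicle reaction and 100% = reaction without DNA for no activity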
Target sequence (Q8N884 whole entry, looked up): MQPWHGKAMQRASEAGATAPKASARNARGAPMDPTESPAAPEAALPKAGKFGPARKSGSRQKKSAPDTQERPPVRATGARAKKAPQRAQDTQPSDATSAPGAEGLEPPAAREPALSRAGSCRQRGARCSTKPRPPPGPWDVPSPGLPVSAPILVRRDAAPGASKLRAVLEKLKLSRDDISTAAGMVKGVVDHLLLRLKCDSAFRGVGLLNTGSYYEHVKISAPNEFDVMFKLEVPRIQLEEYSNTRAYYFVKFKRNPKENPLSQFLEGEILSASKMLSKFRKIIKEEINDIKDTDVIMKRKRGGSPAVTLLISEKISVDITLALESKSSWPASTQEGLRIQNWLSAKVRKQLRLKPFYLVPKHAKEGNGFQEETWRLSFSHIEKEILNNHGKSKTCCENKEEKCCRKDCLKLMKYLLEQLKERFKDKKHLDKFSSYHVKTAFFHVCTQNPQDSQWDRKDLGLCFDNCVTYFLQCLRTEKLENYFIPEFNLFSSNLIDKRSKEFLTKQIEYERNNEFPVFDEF
mcGAS inh = mouse cGAS inhibition by luminescence. Q8C6L5. recombinant cGAS, Kinase-Glo ATP depletion luminescence. inhibition, % at 12.5 µM. hit rate 0.15% among 160,000;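 note: 0% = negative control wells and 100% = reference inhibitor with no enzyme activity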
NPYLR7 ag = mosquito NPYLR7 agonism; HEK293T NPYLR7/Galpha15, GCaMP6s calcium fluorescence; activation, % at 10 µM; hit rate 0.15% among 270,000; AID 1259423; in the data active = activation above about 40%;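 note: 0% = vehicle and 100% = reference agonist at the receptor; some compounds past the cut are filed as inactive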
An asterisk follows results filed as active; . = not tested or not shown; & = joins results of further samples. Cut-off read from the data, not from the text of the source, unless noted: active = inhibition above about 40%; inactive = the rest.

SMILES	NPYLR7 ag	hcGAS lum	mcGAS inh
CC(C)c1ccc2c(c1)c(SC(C)(C)C)c(CC(C)(C)C(=O)O)n2Cc1ccc(Cl)cc1	-2&5	-2&-8	-4
CCCCCN1CCN(c2nc3c(c(=O)[nH]c(=O)n3C)n2Cc2ccc(F)cc2)CC1	-1	-9	.
COc1ccc(CNC(=O)c2cccnc2N2CCN(C(=O)c3ccc(OC)c(F)c3)CC2)cc1	24	-8	-7
O=C(O)c1cccc(N2C(=O)CSC2c2ccccc2Br)c1 (stereo unspecified)	-7	-6	.
CCN1C(=O)NC(c2ccc(Cl)cc2Cl)C2=C1CN(C(C)C(=O)NCc1ccc(-c3ccccc3)cc1)C2=O (stereo unspecified)	0	-6	-4
O=C(NCCc1cccs1)c1ccc(-c2cc(-c3cccc4c3OCCO4)[nH]n2)cc1	3	-5	-4
Cc1cccnc1C(NC(=O)c1cccc(C#CC(C)(C)O)c1)C1CC1 (stereo unspecified)	-1	-4	.
CS(=O)(=O)N1CCc2cc(C(=O)CSc3nnnn3C3CC3)ccc21	19	-4	.
CCc1nc(C)sc1CNC(=O)c1cccc2c1OCC2	5	-6	-16
Cc1cc(F)ccc1NC(=O)CCc1nc(C(C)C)no1	-1	-13	.
CC(C)n1nnnc1SCC(=O)NC(=O)NC1CCS(=O)(=O)C1 (stereo unspecified)	9	-2	.
COc1ccc(-c2cc(C(=O)N3CCC4(CC3)OCCO4)n(-c3ccccc3)n2)cc1	-7	-3	-3
O=C(NCc1ccc2c(c1)OCO2)c1cn(Cc2cccc(F)c2)c(=O)s1	10	-7	.
C=CCN1C(=O)C2(NC(CC(C)C)C3C(=O)N(CCCC)C(=O)C32)c2ccccc21 (stereo unspecified)	-1	-8	.
COc1ccc(OC)c2sc(N(CCN(C)C)C(=O)c3cc(C)n(C)n3)nc12	8	3	-4

An excerpt from above, limited to hcGAS lum:
Structure | hcGAS lum
COc1ccc(-c2cc(C(=O)N3CCC4(CC3)OCCO4)n(-c3ccccc3)n2)cc1 | -3
O=C(NCc1ccc2c(c1)OCO2)c1cn(Cc2cccc(F)c2)c(=O)s1 | -7

(more compounds)
SMILES	NPYLR7 ag	hcGAS lum	mcGAS inh
CNC(=O)COC(=O)c1cccc(C)c1-n1cccc1	-4	4	.
CC(C)Oc1ccc(CN2CCCC(CCC(=O)Nc3ccccc3F)C2)cc1 (stereo unspecified)	6	-10	-11
CC1(C(=O)NS(=O)(=O)Cc2cccc(Cl)c2)CCN1C(=O)Cc1cccs1 (stereo unspecified)	-1	-5	-5
CCN(C)C(=O)C1=CN2CCN(Cc3ccccc3)C(=O)N=C2O1	-1	-11	.
CCCc1c(C)nn(-c2ccc(C(=O)NCCc3c[nH]c4ccccc34)cc2)c1C	2	-5	-5
C=CCCCCCCCCC(=O)Nc1c(C)[nH]n(-c2ccccc2)c1=O	7	-3	.
CCOc1cccc2cc(-c3csc(Nc4cccc(C(F)(F)F)c4)n3)c(=O)oc12	-5	-9	.
NS(=O)(=O)c1ccc(N2CCOCC2)c(C(=O)OC(C(=O)c2ccccc2)c2ccccc2)c1 (stereo unspecified)	1	-1	.
O=C(NCCCNC(=O)C1CCC1)Nc1cc(F)cc(F)c1	-3	-11	-11
CNC(c1ccccc1C)C(C)C (stereo unspecified)	12	-11	.
COc1ccc(C)c2sc(N(Cc3cccnc3)C(=O)C3=COCCO3)nc12	-12	-7	-8
O=C(N1CCN(Cc2nnnn2-c2ccc(F)c(F)c2)CC1)C12CC3CC(CC(C3)C1)C2	0	-6	-11
COc1ccc(-n2cccn2)c(CN(C)C(C)C(=O)N(C)C)c1 (stereo unspecified)	-1	-7	-15
COc1ccc(C(=O)NC2CCN(c3ccccc3C(=O)NCC3CCCO3)CC2)cc1 (stereo unspecified)	0	-7	-6
O=C(N(c1ccccc1)c1ccccc1)n1cncn1	0	-2	.
Cc1ccc(CN(CCc2c[nH]c3ccccc23)C(=O)CN(C(=O)/C=C/c2ccccc2)C(C)C)cc1	0	-13	-4
O=C1c2ccccc2-c2nc3nonc3nc21	0	1	53*
COC(=O)CCc1c(C)nn(-c2ccc(C(=O)N3CCC(NC(=O)OC(C)(C)C)C3)cc2)c1C (stereo unspecified)	-2	-2	-3
C=C(NN=c1sc2ccccc2n1C)c1ccco1	-8	-8	.
Cc1ncsc1C(=O)N1C[C@@H]2CCCN(C(=O)c3scnc3C)[C@@H]2C1	1	-8	.
COCC(=O)Nc1cccc(NC(=O)c2cc(C)c(F)cc2F)c1	3	-11	.
Cc1oc(=O)oc1CN1CCN(c2cc3c(cc2F)c(=O)c(C(=O)O)c2n3C(C)C2)CC1 (stereo unspecified)	6	-2	.
Cc1cccc(C)c1NC(=O)C1(NC(=O)CN2C(=O)c3ccccc3C2=O)CCC(C(C)(C)C)CC1 (stereo unspecified)	4	0	.
CCC(C)(C)c1ccc(OCC(=O)O)c(C(C)(C)CC)c1	6	-3	.
O=S(=O)(NCCN1CCCCCC1)c1cc(Cl)sc1Cl	-5	-7	-8
Cc1nc(C2(NC(=O)C3CCCN(C(=O)c4ccc(F)cc4)C3)CCCCC2)no1 (stereo unspecified)	-1	-16	.
COc1ccc2c(c1OC)C(=O)N(c1ccc(NC(C)=O)cc1)C2=O	4	-9	-7
Cc1cccc(CSc2nc3c(cnn3CCO)c(=O)[nH]2)c1	5	-9	.
Fc1ccc(Nc2nc(Cc3ccc(Cl)cc3)ns2)cc1	-3	-3	-3
CCn1cc(C(CC(=O)O)c2ccc(F)cc2)c2ccccc21 (stereo unspecified)	24	5	.
CC(NC(=O)N1CCC[C@@H]1CO)c1c(F)cccc1Cl (stereo partly specified)	-6	-3	1
Cc1ccc(CNC(=O)Cn2c(-n3nc(C)cc3C)nc3c(c2=O)CCCC3)cc1	.	-2	-5
c1ccc2[nH]c(Cc3nc4ccccc4[nH]3)nc2c1	4	3	.
Cc1ccc(CNC(=O)Cn2c(-c3ccco3)nc(-c3ccccc3)c2-c2ccccc2)o1	20	-8	.
Cc1nc2ccccn2c1Sc1ccc(Cl)cc1	-7	2	.
CCOC(=O)c1cc(-c2ccc(N3CCN(C(=O)c4ccco4)CC3)cc2)n(-c2ccc(F)cc2)n1	23	-5	-7
COc1cccc(CN2CC(C(=O)NCCc3nc(-c4ccccc4)no3)CCC2=O)c1 (stereo unspecified)	16	-4	.
Cc1nccn1CCCN1CCOc2c(O)cc(-c3cccc(Cl)c3)cc2C1	8	-3	.
CC(C)CCN(CCC(C)C)Cc1ccc(C(=O)N2C3CCC2CC(Oc2ccc(F)cc2F)C3)cc1 (stereo unspecified)	7	-12	-9
O=C(c1scc2c1CCCC2)N1CCCCC1	-4	-4	.
CCS(=O)(=O)c1nc(S(=O)(=O)c2ccc(C)cc2)c(N2CCCC2)s1	10	-9	-3
Cc1ccc(C)c(C(=O)N2CCN(C(=O)C(C)C)CC2)c1	1	0	15
O=C(c1cccc(Br)c1)N1CCCC(OCc2ccc(OC(F)(F)F)cc2)C1 (stereo unspecified)	-3	-5	-5
C=CCn1c(=O)c2c(nc3n2CCCN3c2ccc(Br)cc2)n(C)c1=O	10	-2	.
NC(=O)c1ccc(COC(=O)Cc2ccc3c(c2)CCCC3)cc1	1	-7	.
Cc1cc(=O)[nH]c(N=C(N)Nc2cccc([N+](=O)[O-])c2)n1	-10	7	.
CC(=NNc1ncnc2sc(C)c(C)c12)c1ccc(Cl)s1	-16	1	.
O=C(c1cn(CCc2ccccc2)nn1)N1CC=C(c2ccccc2)CC1	.	-4	-8
COc1ccc(CNC(=O)c2ccccc2NS(=O)(=O)c2ccc(OC(F)(F)F)cc2)cc1	14	-2	-5
N#Cc1c(N)nc(SCC(=O)c2ccccc2)c(C#N)c1-c1ccc(O)cc1	-4	-1	-3
COc1cc([C@@H]2c3cc4c(cc3[C@H](O)[C@H]3COC(=O)[C@@H]23)OCO4)cc(OC)c1OC	.	-5	-4
O=C(c1ccc(Br)cc1)N1N=C2CCCCCC2C1(O)C(F)(F)F (stereo unspecified)	3	-12	-8
COCCn1c(CN2CCN(C3CCCC3)C(=O)C2)nnc1C1CC(N)C1 (stereo unspecified)	.	2	0
COc1cc2c(cc1OC)C1CN(C(=O)c3c(OC)cccc3OC)CC(=O)N1CC2 (stereo unspecified)	-1	-7	-7
CN(CC1CC(=O)N(C2CCCC2)C1)c1nnc(C2CCC2)o1 (stereo unspecified)	.	-9	-5
CC(C)(O)C#Cc1ccc(C(=O)N2CC[C@@H](c3ccc(F)cc3)[C@H](O)C2)o1	4	3	0
O=C(Nc1c[nH]c2ccccc12)N(CCO)Cc1ccccc1	-4	2	0
COc1ccc2sc(N(Cc3cccnc3)C(=O)/C=C/c3cccs3)nc2c1	-2	-6	-8
Cc1nc(CN2C(=O)NC(C)(c3ccc(OC(F)F)cc3)C2=O)oc1C (stereo unspecified)	5	-7	.
Cc1cc(C)c2nc(N(CCCn3ccnc3)C(=O)c3ccco3)sc2c1	-11	-3	-7

Whole records from above. Order of screens: NPYLR7 ag | hcGAS lum | mcGAS inh
Profile of `C=CCN1C(=O)C2(NC(CC(C)C)C3C(=O)N(CCCC)C(=O)C32)c2ccccc21` (stereo unspecified) → -1 | -8 | .
Profile of `CCS(=O)(=O)c1nc(S(=O)(=O)c2ccc(C)cc2)c(N2CCCC2)s1` → 10 | -9 | -3
Profile of `CCC(C)(C)c1ccc(OCC(=O)O)c(C(C)(C)CC)c1` → 6 | -3 | .
Profile of `O=C(NCc1ccc2c(c1)OCO2)c1cn(Cc2cccc(F)c2)c(=O)s1` → 10 | -7 | .

More structures:
SMILES	NPYLR7 ag	hcGAS lum	mcGAS inh
CC(C)Oc1cc(N2CCCN(C(=O)C3CCCO3)CC2)nc(N)n1 (stereo unspecified)	-1	0	-9
Cn1c(=O)c2c(ncn2CC(=O)NC2CCCC2)n(C)c1=O	5&9	-11&0	-4
COCC(=O)N1CCN(c2nccn2C)CC1	3	-7	-11
O=C(CCC1CCN(Cc2cccc3c2OCO3)CC1)Nc1ccccc1Cl	17	-5	.
O=C(CCc1ccccc1)Nc1ccc(-c2cccc(-c3ccc4c(c3)OCCO4)n2)cc1	-3	-2	-4
COc1ccc(S(=O)(=O)N2CCN(c3cc(S(=O)(=O)NCCc4ccc(F)cc4)ccc3OC)CC2)cc1OC	6	8	1
Cc1ccc(Cc2nnc(SCC(=O)Nc3ccccc3C)[nH]c2=O)cc1	2	16	2
CCOC(=O)CNC(=O)NC(C)c1nnc(SCc2ccc(F)cc2)n1-c1cc(Cl)ccc1C (stereo unspecified)	14	-6	-4
CCC(C(=O)N1CCC(C(=O)NCCNC(=O)c2ccccc2)CC1)c1ccccc1 (stereo unspecified)	1	-6	-6
COc1ccccc1-n1c(SCc2ccc(C(=O)N3CCN(c4ccccc4F)CC3)cc2)nnc1-c1ccc([N+](=O)[O-])cc1	19	-11	-5
Cc1ccc(-c2cc(COC(=O)c3cc4ccccc4o3)no2)cc1	0	-5	.
CC(C)c1nc(Sc2nc3ccccc3s2)n[nH]1	5	-3	.
CCOC(=O)c1nn(-c2ccc(F)cc2)c(=O)cc1NC(=O)CCCc1ccccc1	.	-4	-7
CNC(=O)C1(NC(=O)c2ccc(-c3cccs3)nc2C)CCCCC1	3	-6	-17
CN(Cc1cccc(F)c1)C(=O)CCC1Cc2ccccc2NC1=O (stereo unspecified)	1	-9	.
O=C(c1ccc(Cl)cn1)N1C[C@H]2C[C@H](C1)[C@@H]1CCCC(=O)N1C2	-1	-7	-13
OC1(c2ccc(Cl)cc2)C[N+](CCc2ccccc2)=C2SCCCN21 (stereo unspecified)	-2	-5	.
CC1C(=O)N(c2ccc(Oc3ccccc3)cc2)CCN1C(=O)c1cccs1 (stereo unspecified)	4	0	-3
CCn1nnc2c(Nc3cccc(Cl)c3C)ncnc21	5	-10	-8
N#CCc1ccc(NC(=O)N2CCN(C(c3ccc(F)cc3)c3ccc(F)cc3)CC2)cc1	20	-5	-7
COC(=O)c1sccc1S(=O)(=O)N1CCN(CC(OCc2ccc(C#N)cc2)c2cccc(OC)c2)CC1 (stereo unspecified)	.	-6	-4
Cc1c(CN2CCC(CCC(=O)Nc3ccccc3Cl)CC2)[nH]c2ccccc12	.	-1	-1
Cc1c(NCc2ccccn2)cccc1C(=O)NCCN1CCNC1=O	1	-5	.
CNC(=S)N(CCO)c1ccc(OC)nc1	32	-7	.
COC(=O)c1c(NC(=O)CSc2nnc3sc4ccccc4n23)sc2c1CCC(C)C2 (stereo unspecified)	-1	-5	-7
CC(=O)N1CCCCNC1=S	2	-11	-7
CN1C(=O)C2(SCC(=O)N2c2ccc(Br)cc2)c2ccccc21 (stereo unspecified)	3	-6	.
CCOC(=O)c1cnn(-c2ccc(C(=O)NC3(C#N)CCC3)cc2)c1C	0	-6	.
Cc1cc(C)c2sc(N(CCN(C)C)C(=O)c3ccn(C)n3)nc2c1	.	-7	-6
O=C(c1c[nH]c(=S)n1-c1ccc(F)cc1)N1CCN(S(=O)(=O)c2ccccc2)CC1	-2	5	.
COc1ccc(C(=O)N(Cc2cccc(Cl)c2)Cc2nc3cc(Cl)ccc3o2)c(OC)c1	0	-8	-5
O=C1C=CC(=O)N1c1ccc(OC(F)(F)F)cc1	7	-7	.
